TrxR1 substrate: substrates of rat thioredoxin reductase 1. 390,000 tested, 0.01% active. O89049. purified TrxR1 substrate turnover, NADPH consumption readout. AID 588456. Potency, µM (titrated, usually from 114 µM), inactives show at the top dose activity change, negative = substrate turnover; also: potency is read from the fitted curve at half-maximal effect; % is scaled to controls: 0 for no effect and ±100 for the full control effect; nearly all actives have a fitted effect of over 50% in size
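Rat TrxR1, dispensed at 90 nM, was prereduced with 400 uM NADPH (final) for 5 min at ~22 deg C, then incubated with compound 15 min before 400 uM selenite. A first-read NADPH fluorescence drop versus no-compound background flagged substrates.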
rTrxR1 inhibitor: inhibitors of rat thioredoxin reductase 1 | O89049 | recombinant rTrxR1, NADPH fluorescence consumption, selenite substrate | Potency, µM (doses to about 114 µM), without a hit: at the top dose activity change, negative = inhibition, hits mostly inhibitors | 390,000 tested, 1% active; also: potency is read from the fitted curve at half-maximal effect; % is scaled to controls: 0 for no effect and ±100 for the full control effect; nearly all actives have a fitted effect of over 65% in size
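Rat TrxR1 (90 nM in the dispensed reagent) was pre-reduced with 400 uM NADPH for 5 min at room temperature, then incubated with compound for 15 min. After 400 uM selenite was added, NADPH fluorescence (Ex 340/Em 450 nm) was followed for 8 min.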
TRHR ag: agonists of human TRH receptor; activation, % at 2 µM; 360,000 tested, 0.18% active; TRHR cells, calcium flux fluo-8, FDSS agonist mode; P34981; in the data active = activation above about 30%; also: 0% is about no effect
Target sequence (P34981 whole entry, looked up): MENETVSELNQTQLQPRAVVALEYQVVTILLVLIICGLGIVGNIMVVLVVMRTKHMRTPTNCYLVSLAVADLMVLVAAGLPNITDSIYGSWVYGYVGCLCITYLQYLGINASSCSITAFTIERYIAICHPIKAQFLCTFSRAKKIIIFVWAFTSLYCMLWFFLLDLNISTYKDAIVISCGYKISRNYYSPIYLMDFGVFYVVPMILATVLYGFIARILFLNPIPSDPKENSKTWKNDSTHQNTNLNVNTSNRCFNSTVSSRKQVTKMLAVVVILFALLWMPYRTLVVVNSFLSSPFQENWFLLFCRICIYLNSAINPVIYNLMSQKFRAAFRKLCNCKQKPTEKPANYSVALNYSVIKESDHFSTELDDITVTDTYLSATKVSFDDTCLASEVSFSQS
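In this calcium-flux screen, cells bearing human TRHR are dye-loaded with fluo-8, baselined for 10 cycles, then exposed to library compounds; positive kinetic calcium responses during the agonist phase mark hits, with TRH as control.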
IDH1 R132H inh: blocks human mutant IDH1 R132H enzyme. AID 602179. O75874. 390,000 tested, 0.093% active. IDH1-R132H enzyme, NADPH consumption, diaphorase/resazurin fluorescence. Potency, µM (highest dose often 76.6 µM), without a hit: at the highest dose activity change, negative = inhibition, hits mostly inhibitors; also: potency is read from the fitted curve at half-maximal effect; % is scaled to controls: 0 for no effect and ±100 for the full control effect; nearly all actives have a fitted effect of over 65% in size
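IDH1-R132H (0.5 ug/mL dispensed) in pH 7.5 Tris buffer was preincubated 30 min with compound, then given a substrate mix of 0.016 mM NADPH and 2 mM alpha-KG for 80 min at room temperature; remaining NADPH was read by diaphorase/resazurin fluorescence.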
TRHR enhancer: allosteric enhancers of human TRH receptor. P34981. enhancement, % at 2 µM. TRHR cells, fluo-8 calcium fluorescence, EC20 TRH enhancement. 360,000 tested, 0.66% active; in the data active = enhancement above about 30%; also: 0% is about no effect
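Enhancer read-out: after compound pinning and an initial kinetic agonist-mode read, an EC20 of TRH (10 nM final) was injected and fluo-8 calcium signal (Ex 480/Em 530) followed at 1 s/cycle for 100 cycles in TRHR-expressing cells.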
D2 agonist: D2 dopamine receptor (human) agonism; P14416; HEK293 T-REx D2 cells, calcium flux agonist mode; activation, % at 2 µM; 340,000 tested, 0.53% active; AID 485358;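 active = activation over 3 SD above normal in the single-dose calcium agonist read, cut at about 30% in these data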; also: 0% is about no effect
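HEK293 Trex D2 cells, tetracycline-induced, o/n 30 C 5% CO2; no-wash Ca dye, RT 30–90 min; 10-cycle baseline, 23 nl cpd added, kinetic Ca read 180 s; agonist hits = positive Ca response.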
USP1 inh: inhibitors of human USP1/UAF1 deubiquitinase. 390,000 tested, 0.23% active. recombinant USP1/UAF1, Ub-Rhodamine cleavage fluorescence. Potency, µM (series often up to 57.1 µM), without a hit: at the highest dose activity change, negative = inhibition, actives largely listed as inhibitors. AID 743255; also: potency is read from the fitted curve at half-maximal effect; % is scaled to controls: 0 for no effect and ±100 for the full control effect; nearly all actives have a fitted effect of over 60% in size; inactives centre near -12
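Step one: compound is pinned into 1nM USP1/UAF1 in HEPES pH 7.8 buffer with TCEP. Step two: 15 min room-temperature incubation. Step three: Ub-Rho (150nM final) starts cleavage, tracked by fluorescence over six one-minute reads.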
D2 antag: antagonists of human D2 dopamine receptor; P14416; HEK293 TREx D2 cells, calcium flux, dopamine EC80; inhibition, % at 10 µM; 340,000 tested, 2% active; in the data active = inhibition above about 30%; also: 0% is about no effect
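Inhibition of EC80 dopamine-driven calcium flux, recorded kinetically, defines activity here; cells are a tetracycline-induced HEK293 T-REx line expressing force-coupled D2.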
PI4K2A block: inhibitors of human PI4K2A; Q9BTU6; purified PI4K2A, ADP-Glo luminescence, 1 h; active compounds read low; AID 1346378; 420,000 tested, 0.13% active; activity change, negative = inhibition, % at 76.9 µM; in the data active = activity change below about -50%; inconclusive = mostly about -30% to -49%;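 also: -100% = wells without enzyme as full effect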
Target sequence (Q9BTU6 whole entry, looked up): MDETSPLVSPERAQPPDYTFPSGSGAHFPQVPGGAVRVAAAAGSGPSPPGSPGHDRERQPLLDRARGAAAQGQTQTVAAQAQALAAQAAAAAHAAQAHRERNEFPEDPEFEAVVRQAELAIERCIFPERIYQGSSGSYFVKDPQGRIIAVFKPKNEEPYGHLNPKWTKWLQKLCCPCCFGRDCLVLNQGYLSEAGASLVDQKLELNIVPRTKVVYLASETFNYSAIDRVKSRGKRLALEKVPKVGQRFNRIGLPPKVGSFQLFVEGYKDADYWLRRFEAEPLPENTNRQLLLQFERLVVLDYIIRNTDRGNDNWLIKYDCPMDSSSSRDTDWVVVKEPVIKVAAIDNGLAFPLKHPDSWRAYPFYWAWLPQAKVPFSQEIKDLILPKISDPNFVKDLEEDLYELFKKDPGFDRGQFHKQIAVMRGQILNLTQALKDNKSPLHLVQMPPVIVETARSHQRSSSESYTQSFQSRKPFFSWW
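In this quantitative HTS, ADP production by PI4K2A was quantified luminescently after 1 h at ambient temperature; 100 microM adenosine served as plate-quality control.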
Numbers without * were called inactive; ? = inconclusive; . = not tested or not shown; [ ] = remark or other dose. Unless noted, calls follow the shape of the dose curve; as a rule, active = well fitted inhibition curve with a large enough effect; inconclusive = small, poorly fitted or top-dose-only effect; inactive = no such curve, though single readings can be large or run the other way.

Labels used below: A = TrxR1 substrate; B = rTrxR1 inhibitor; C = TRHR ag; D = IDH1 R132H inh; E = TRHR enhancer; F = D2 agonist; G = USP1 inh; H = D2 antag; I = PI4K2A block
Cc1ccccc1CSc1nnnn1-c1ccc(C(N)=O)cc1
  A: 12%[57.1 µM] | B: 5%[57.1 µM] | C: -0.3 | D: -2% | E: 2 | F: -1.0 | G: -17% | H: 11 | I: 6
CN(/N=C/c1cc(Br)cc(Br)c1O)c1cccc(C(F)(F)F)n1
  A: -18%[57.1 µM] | B: 9%[57.1 µM] | C: 0.1 | D: 3% | E: 1 | F: 0.3 | G: -24% | H: -16 | I: 6
CCCCC1(O)CC(C(F)(F)F)=NN1C(=O)COc1ccccc1 (stereo unspecified)
  A: 2% | B: 14% | C: 0.7 | D: 6% | E: 0 | F: -0.3 | G: -6% | H: 14 | I: 0
CC(C)OC(=O)c1cccc(C(=O)O)n1
  A: 4% | B: -2% | C: -0.6 | D: 0% | E: 4 | F: -0.4 | G: -1% | H: 2 | I: -3
COc1cc(/C=C2\S/C(=N/S(=O)(=O)Cc3ccccc3)NC2=O)c([N+](=O)[O-])cc1OC
  A: -15% | B: -15% | C: -1.4 | D: 0% | E: -2 | F: . | G: -15% | H: . | I: -4
Cn1c(=NC(=O)CSCC(=O)N2CCCC2)sc2ccccc21
  A: 7%[57.1 µM] | B: 22%[57.1 µM] | C: -0.1 | D: 6% | E: 4 | F: 0.1 | G: -7% | H: 0 | I: -5
c1ccc(C2(CNc3ccccn3)CCCC2)cc1
  A: 12%[57.1 µM] | B: -3%[57.1 µM] | C: -0.5 | D: 5% | E: 10 | F: 0.4 | G: -19% | H: -9 | I: -2
CCn1c(=O)sc2cc(NS(=O)(=O)c3ccc(C)cc3)ccc21
  A: -6% | B: 8% | C: -1.1 | D: 0% | E: 12 | F: -2.4 | G: -29% | H: . | I: 7
CCN(CC)C(=O)[C@H]1C[C@H](CC(=O)NCc2ccco2)C(=O)N2CCc3c([nH]c4cc(CCC(=O)N(C)C)ccc34)[C@]12C
  A: -3% | B: 8% | C: . | D: -5% | E: . | F: . | G: -22% | H: . | I: 1
CCOC(=O)C1(Cc2cccc(F)c2)CCN(C(=O)C2CCCO2)CC1 (stereo unspecified)
  A: 7%[57.1 µM] | B: 9%[57.1 µM] | C: -2.7 | D: 2% | E: 3 | F: 0.4 | G: -13% | H: -3 | I: 1
O=C(O)C(=Cc1cccc([N+](=O)[O-])c1)c1ccc(Cl)cc1
  A: -3% | B: -23% | C: . | D: -3% | E: . | F: . | G: 4% | H: . | I: -2
COc1ccccc1NC(=O)Nc1cc(F)ccc1F
  A: -8% | B: 11% | C: -0.1 | D: -1% | E: -2 | F: -0.2 | G: -11% | H: 32* | I: -1
COc1ccc(/C(O)=C2/C(=O)C(=O)N(CCCC(=O)O)C2c2ccc(OC)cc2)cc1 (stereo unspecified)
  A: -1%[57.1 µM] | B: 3%[57.1 µM] | C: 0.2 | D: 5% | E: 0 | F: -0.6 | G: -15% | H: -11 | I: 3
O=C(NCCc1cccc(F)c1)[C@@H]1CSC2c3ccccc3C(=O)N21 (stereo partly specified)
  A: -11% | B: 6%[57.1 µM] | C: 0.4 | D: -1% | E: -1 | F: -0.3 | G: -19% | H: -41 | I: -12
Cc1ccnc(NS(=O)(=O)c2ccc(NC(=O)Cc3c(F)cccc3Cl)cc2)n1
  A: 3% | B: 17% | C: 0.2 | D: -7% | E: 2 | F: 2.8 | G: -25% | H: -5 | I: 3
CCOC(=O)Cc1c[nH]c2ccc([N+](=O)[O-])cc12
  A: -3%[2.29 µM] | B: -4%[2.29 µM] | C: . | D: 11% | E: . | F: . | G: -2% | H: . | I: 8
Cc1ccccc1NC(=O)NC1(C(=O)N2CCC(C(N)=O)CC2)CCCCC1
  A: 2%[57.1 µM] | B: 12%[57.1 µM] | C: 0.5 | D: 21% | E: 4 | F: 0.7 | G: -19% | H: -1 | I: 2
COc1nc(C)cc(C)c1S(=O)(=O)c1ccccc1
  A: 6% | B: 14% | C: 0.2 | D: 6% | E: -4 | F: -0.3 | G: -2% | H: 5 | I: 1
CCC(C)c1ccc(OCC(=O)Nc2ccc3c(c2)C(=O)NC3=O)cc1 (stereo unspecified)
  A: 20% | B: 28% | C: 1.6 | D: 23% | E: 6 | F: 0.2 | G: -19% | H: 1 | I: 4
CCCn1c(N2CCN(Cc3cccc(C)c3)CC2)nc2c1c(=O)[nH]c(=O)n2C
  A: 1% | B: 0% | C: -0.5 | D: 16% | E: 1 | F: -0.4 | G: -21% | H: -4 | I: -5
O=C(c1cccc(F)c1)N1CCN(c2ccc([N+](=O)[O-])c(N3CCCCC3)c2)CC1
  A: 12%[57.1 µM] | B: 34%[0.457 µM] | C: 0.3 | D: 11% | E: -1 | F: 0.3 | G: -25% | H: 8 | I: -10
CCOc1ccc(C(c2c(NC(=O)c3ccccc3)sc(C)c2C)N2CCN(CCO)CC2)cc1 (stereo unspecified)
  A: -5% | B: -3% | C: 2.1 | D: -7% | E: -1 | F: -2.0 | G: -10% | H: -3 | I: 1
CCOc1ccc2ccccc2c1/C=N/NC(=O)c1c(C)cc(C)[nH]c1=O
  A: 3%[57.1 µM] | B: 10%[57.1 µM] | C: . | D: 1% | E: . | F: . | G: -11% | H: . | I: -2
O=C(Cc1cccc(NC(=O)C2CCCN(C(=O)CCc3ccccc3)C2)c1)Nc1cccc(C(=O)N2CCCC2)c1 (stereo unspecified)
  A: 6%[57.1 µM] | B: 22%[57.1 µM] | C: 0.6 | D: 5% | E: 2 | F: 1.1 | G: -15% | H: 19 | I: 3
COc1ccc(NS(=O)(=O)c2cccc(C(=O)NCc3cccnc3)c2)cc1
  A: -13% | B: -20% | C: 0.0 | D: 2% | E: -2 | F: -0.9 | G: -17% | H: -15 | I: 2
Cc1nn(CCC(=O)NC(C)C)c(=O)c2nn(-c3ccccc3)c(C)c12
  A: -6% | B: 5% | C: 1.2 | D: -16% | E: 1 | F: -0.3 | G: 2% | H: . | I: 3
Cc1ccc(Cl)cc1N1CCN(c2nc3ccc(C(=O)c4ccccc4)cc3n3cnnc23)CC1
  A: -3% | B: 17% | C: 0.7 | D: -8% | E: 4 | F: 1.5 | G: -25% | H: . | I: 1
O=C(NCCc1ccccc1)c1ccc(Cl)c(S(=O)(=O)N2CCCC2)c1
  A: -5% | B: 26% | C: 0.7 | D: -1% | E: -3 | F: 0.0 | G: -15% | H: 6 | I: -3
COc1cc(SC)ccc1C(=O)N1CCN(Cc2ccc3c(c2)OCO3)CC1
  A: 2% | B: 4% | C: -0.1 | D: 3% | E: -1 | F: 1.1 | G: ? | H: -15 | I: 1
CC(C#N)On1c(SC(C)C#N)nc2ccccc2c1=O (stereo unspecified)
  A: 1% | B: 6%[57.1 µM] | C: -0.4 | D: -5% | E: -5 | F: 0.3 | G: 2% | H: 1 | I: -1

Of the compounds above, 2 have a CF3 group.
Labels used below: A = TrxR1 substrate; B = rTrxR1 inhibitor; C = TRHR ag; D = IDH1 R132H inh; E = TRHR enhancer; F = D2 agonist; G = USP1 inh; H = D2 antag; I = PI4K2A block
CN(/N=C/c1cc(Br)cc(Br)c1O)c1cccc(C(F)(F)F)n1
  A: -18%[57.1 µM] | B: 9%[57.1 µM] | C: 0.1 | D: 3% | E: 1 | F: 0.3 | G: -24% | H: -16 | I: 6
CCCCC1(O)CC(C(F)(F)F)=NN1C(=O)COc1ccccc1 (stereo unspecified)
  A: 2% | B: 14% | C: 0.7 | D: 6% | E: 0 | F: -0.3 | G: -6% | H: 14 | I: 0

Next structures follow:
Labels used below: A = TrxR1 substrate; B = rTrxR1 inhibitor; C = TRHR ag; D = IDH1 R132H inh; E = TRHR enhancer; F = D2 agonist; G = USP1 inh; H = D2 antag; I = PI4K2A block
O=c1c(Cc2ccc(Cl)cc2Cl)c(O)ccn1CC(F)(F)F
  A: 1% | B: 22% | C: -0.3 | D: 0% | E: 1 | F: 0.1 | G: -21% | H: 7 | I: 6
Cc1cccc(N2C(=O)N(Cc3ccc(C(C)(C)C)cc3)c3ccccc3S2(=O)=O)c1
  A: -3%[57.1 µM] | B: 10%[57.1 µM] | C: 0.7 | D: -2% | E: 0 | F: 0.6 | G: -10% | H: . | I: 2
COCCOCC(O)CN1CCN(c2ccccc2)CC1 (stereo unspecified)
  A: 0% | B: -4% | C: 0.5 | D: 5% | E: -3 | F: 84* | G: -2% | H: 59* | I: 2
COc1ccccc1CCNC(=O)C1CCC(=O)N(Cc2cccc(F)c2)C1 (stereo unspecified)
  A: -2%[57.1 µM] | B: 34%[57.1 µM] | C: 1.8 | D: 1% | E: -6 | F: 0.5 | G: -14% | H: 10 | I: -5
O=S(=O)(Nc1ccccc1N1CCOCC1)c1ccc(F)c(Cl)c1
  A: 2% | B: 12% | C: 0.2 | D: 16% | E: -5 | F: 0.0 | G: -26% | H: -6 | I: 0
O=C(NCCc1nc(-c2ccccc2)no1)c1ccccc1
  A: 7%[57.1 µM] | B: 5%[57.1 µM] | C: . | D: -2% | E: . | F: . | G: 21% | H: . | I: -7
O=C(c1cc(COc2ccc(-n3cncn3)cc2)on1)N1CCCC1
  A: 3% | B: 24% | C: . | D: 7% | E: . | F: . | G: -10% | H: . | I: 6
O=C(COc1cc(F)ccc1[N+](=O)[O-])Nc1cc(S(=O)(=O)N2CCCC2)ccc1Cl
  A: -1% | B: 0% | C: -0.2 | D: 3% | E: 10 | F: -0.1 | G: -10% | H: -14 | I: 2
C#CC(CC)(CC)NC(=S)Nc1ccc(S(N)(=O)=O)cc1
  A: -8% | B: 18%[57.1 µM] | C: 0.1 | D: 2% | E: 4 | F: -0.8 | G: -15% | H: 2 | I: 3
CCC1=NN(C(=O)c2ccc(C)cc2)C(O)(c2ccc(Br)cc2)C1 (stereo unspecified)
  A: -6% | B: -15% | C: -0.2 | D: 5% | E: 1 | F: 0.0 | G: -12% | H: -3 | I: 7
Cc1cccc(NC(=S)N2CCN(C(=O)C3CCCO3)CC2)c1 (stereo unspecified)
  A: -2% | B: -13% | C: 0.0 | D: 1% | E: -9 | F: 0.4 | G: -5% | H: 0 | I: 2

Bioassay records deposited in PubChem BioAssay by National Center for Advancing Translational Sciences (NCATS).
